High-throughput results: PubChem BioAssay, National Center for Advancing Translational Sciences (NCATS)
LMNA splice mod – qHTS Assay for Modulators of Lamin A Splicing. HeLa LMNA splicing GFP/RFP minigene ratio, 48 h. Potency, µM (titrated, usually from 46.1 µM), inactives show top-dose ratio change, negative = inhibition, usual class: inhibitors. AID 1487, 2009. hit rate 0.01% among 200,000; active = well fitted inhibition curve with a large enough effect in the signal ratio, with a control signal flat, not every such curve was filed as active; inconclusive = small, poorly fitted or top-dose-only effect, or effect the other way, or a change in a side signal; the % refers to the signal ratio; also: % is scaled to controls: 0 for no effect and ±100 for the full control effect
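S3 HeLa cells stably expressing lamin A-EGFP splicing minigene plus DsRed2, 600 cells/well, 48 h compound exposure at 37C. Laser-scanning cytometry; analysed as GFP (500-530 nm)/RFP (575-640 nm) total intensity ratio; 0.5% DMSO vehicle.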
SMN2 splice enh – qHTS Assay for Enhancers of SMN2 Splice Variant Expression; HEK293 SMN2-luciferase splicing reporter, luminescence, 30-36 h; Potency, µM (top dose mostly 46.1 µM), for the others: at the top dose activity change, positive = activation, actives largely listed as activators; hit rate 2.8% among 210,000; AID 1458, 2008; also: % of control where 0% means no effect; nearly all actives have a fitted effect of over 55% in size
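qHTS luciferase splicing reporter: luminescence rises when SMN2 exon 7 is included in transfected HEK293 cells. Compound exposure lasted 30-36 h at 37C, with 4.5 mM final sodium butyrate as control, followed by a ONE-Glo read.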
TR SRC2 fluor cs – Total Fluorescence Counterscreen for Inhibitors of the Interaction of Thyroid Hormone Receptor and Steroid Receptor Coregulator 2; TRb/SRC2 Texas Red total fluorescence interference; hit rate 0.29% among 280,000; Potency, µM (series often up to 106 µM), for inactives: at the top dose fluorescence change, negative = quenching; AID 1479, 2009; active = well fitted curve in either direction with a large enough effect; inconclusive = small, poorly fitted or top-dose-only effect; also: % is scaled to controls: 0 for no effect and ±100 for the full control effect
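Human TRβ ligand-binding domain (0.6 uM) and Texas Red SRC2 peptide (20 nM) in Tris buffer with 1 uM T3 and 5% DMSO were incubated with pinned compound for 5 hr at ambient temperature. Total fluorescence was computed as S + 2P (555/632 nm).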
RECQ1 inh – qHTS Assay for Inhibitors of RecQ-Like Dna Helicase 1 (RECQ1); ATP-dependent DNA helicase Q1 (Homo sapiens), P46063; RECQ1 DNA unwinding, red fluorescence kinetic read; Potency, µM (titrated, usually from 57.3 µM), for the others: at the highest dose activity, negative = inhibition, actives largely listed as inhibitors; hit rate 0.54% among 240,000; AID 2549, 2010;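 also: plate controls were vehicle for no effect and no enzyme for full effect; nearly all actives have a fitted effect of over 30% in size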
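RECQ1T1 50 nM; forked duplex (20 bp + 30-nt ss tails) 200 nM, ATP 2 mM final; pH 8.0, 2 mM MgCl2, 2.5 ug/ml poly(dI-dC); 15 min compound preincubation; discontinuous kinetic read over 2 h at RT.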
JMJD2E inh – qHTS Assay for Inhibitors of Human Jumonji Domain Containing 2E (JMJD2E); JMJD2E catalytic domain, FDH-coupled NADH fluorescence (FDH is formaldehyde dehydrogenase); AID 2147, 2009; Potency, µM (titrated, usually from 57.1 µM), inactives show at the top dose activity change, negative = inhibition, hits mostly inhibitors; hit rate 1.6% among 230,000; Lysine-specific demethylase 4E (Homo sapiens), B2RXH2; active = well fitted inhibition curve with a large enough effect, not every such curve was filed as active; inconclusive = small, poorly fitted or top-dose-only effect, or another doubt; inactive = no such curve, though single readings can be large or run the other way;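 also: 0% = wells with enzyme and -100% = buffer wells without enzyme; nearly all actives have a fitted effect of over 50% in size; many of its hits are not listed in these tables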
GoLoco inh red – qHTS Assay for Inhibitors of RGS12 GoLoco Motif Activity (Red Fluorophore). AID 880, 2007. Gai1:RGS12 GoLoco peptide FP, rhodamine, 10 min. hit rate 0.44% among 230,000. Guanine nucleotide-binding protein G(i) subunit alpha-1 (Homo sapiens), P63096. Potency, µM (highest dose often 61.6 µM), for inactives: top-dose activity, negative = inhibition, usual class: inhibitors; active = well fitted inhibition curve with a large enough effect, not every such curve was filed as active; inactive = no such curve, though single readings can be large or run the other way; also: % is scaled to controls: 0 for no effect and ±100 for the full control effect; nearly all actives have a fitted effect of over 30% in size; many of its hits are not listed in these tables
Target sequence (P63096 whole entry, looked up): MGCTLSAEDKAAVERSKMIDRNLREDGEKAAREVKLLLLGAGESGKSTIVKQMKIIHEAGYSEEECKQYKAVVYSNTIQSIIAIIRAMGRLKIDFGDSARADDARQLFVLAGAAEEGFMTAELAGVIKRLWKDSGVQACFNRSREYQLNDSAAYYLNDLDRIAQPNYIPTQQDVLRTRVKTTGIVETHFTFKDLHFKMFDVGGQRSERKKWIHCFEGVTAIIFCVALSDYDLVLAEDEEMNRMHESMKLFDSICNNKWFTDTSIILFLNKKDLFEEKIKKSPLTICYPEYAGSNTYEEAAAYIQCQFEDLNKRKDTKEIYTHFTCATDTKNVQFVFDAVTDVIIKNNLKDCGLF
ALDH1A1 inh – qHTS Assay for Inhibitors of Aldehyde Dehydrogenase 1 (ALDH1A1) | Potency, µM (top dose mostly 75.3 µM), inactives show at the highest dose activity, negative = inhibition, hits mostly inhibitors | hit rate 7.3% among 220,000 | Purified ALDH1A1, NADH fluorescence, propionaldehyde substrate | Aldehyde dehydrogenase 1A1 (Homo sapiens), P00352; active = well fitted inhibition curve with a large enough effect, not every such curve was filed as active; inconclusive = small, poorly fitted or top-dose-only effect, or another doubt; inactive = no such curve, though single readings can be large or run the other way;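 also: plate controls were no enzyme wells and a reference inhibitor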
Target sequence (P00352 whole entry, looked up): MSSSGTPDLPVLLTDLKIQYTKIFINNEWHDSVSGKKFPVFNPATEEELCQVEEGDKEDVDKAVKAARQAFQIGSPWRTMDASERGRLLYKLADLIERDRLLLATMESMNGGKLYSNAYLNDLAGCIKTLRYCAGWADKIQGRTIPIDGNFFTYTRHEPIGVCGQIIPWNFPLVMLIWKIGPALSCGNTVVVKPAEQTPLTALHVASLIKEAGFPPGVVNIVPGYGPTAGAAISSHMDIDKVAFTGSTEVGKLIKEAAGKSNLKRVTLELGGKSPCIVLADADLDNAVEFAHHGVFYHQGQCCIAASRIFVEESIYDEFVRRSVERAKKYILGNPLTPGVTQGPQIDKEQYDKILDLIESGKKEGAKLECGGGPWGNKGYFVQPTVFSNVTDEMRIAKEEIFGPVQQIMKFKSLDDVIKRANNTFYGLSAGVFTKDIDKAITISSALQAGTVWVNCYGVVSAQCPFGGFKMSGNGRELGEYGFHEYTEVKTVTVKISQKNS
TRb-SRC2 inh – qHTS for Inhibitors of the Interaction of Thyroid Hormone Receptor and Steroid Receptor Coregulator 2 | TRbeta-SRC2 peptide binding, fluorescence polarization; receptor liganded with 1 µM T3 | Potency, µM (titrated, usually from 106 µM), inactives show at the highest dose activity change, negative = inhibition, most hits filed as inhibitors | hit rate 0.065% among 280,000 | AID 1469, 2008;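 also: plate controls were bound peptide for no effect and peptide without receptor for full effect; nearly all actives have a fitted effect of over 50% in size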
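Polarization signal, normalized between peptide-alone and full complex controls, measured compound effects on T3-liganded human TRb LBD (0.6 uM) binding 20 nM Texas Red SRC2 peptide after 5 hr.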
An asterisk follows results filed as active; [ ] = another dose, or the depositor's remark. Unless noted, calls follow the shape of the dose curve; as a rule, active = well fitted curve in the direction sought with a large enough effect; inconclusive = small, poorly fitted or top-dose-only effect, or another doubt; inactive = no such curve, though single readings can be large; an effect the other way counts as inactive or inconclusive. Potency is read from the fitted curve at half-maximal effect. An excerpt. The share of hits here may be higher or lower than overall.

Cc1nn(-c2ccccc2)c(=S)n1-c1ccccc1 was read as LMNA splice mod 3.0%, SMN2 splice enh 6.8%, TR SRC2 fluor cs -2.2%, RECQ1 inh 3.2%, JMJD2E inh 14.2%, GoLoco inh red 2.1%, ALDH1A1 inh 9.8% and TRb-SRC2 inh -7.5%.
Screening COC(=O)C1C(O)=C(C=Nc2cccc3ccccc23)C(=O)CC1(C)C (stereo not drawn) returned TR SRC2 fluor cs 0.2%, RECQ1 inh -0.8%, GoLoco inh red -1.9% and TRb-SRC2 inh 4.5%.
For Cc1nn(Cc2ccccc2)c(C)c1NC(=O)c1cccs1 the results were LMNA splice mod inconclusive, SMN2 splice enh -4.0%, TR SRC2 fluor cs -0.5%, RECQ1 inh -13.5%, JMJD2E inh 12.9%, GoLoco inh red -1.0%, ALDH1A1 inh 7.0% and TRb-SRC2 inh 6.2%.
Screening Cc1cc(NCc2ccccc2)nc(N2CCOCC2)n1 returned LMNA splice mod -1.1%, TR SRC2 fluor cs -4.7%, RECQ1 inh -5.4%, JMJD2E inh 12.8%, ALDH1A1 inh 1.3% and TRb-SRC2 inh 1.7%.
For COc1cccc(CNc2cc(CSc3ccc(Cl)cc3)nc(C)n2)c1 the results were LMNA splice mod inconclusive, SMN2 splice enh -11.4%, TR SRC2 fluor cs -1.1%, RECQ1 inh inactive, JMJD2E inh 3.0%, GoLoco inh red -4.1%, ALDH1A1 inh -5.1% and TRb-SRC2 inh 0.1%.
For CCC(=O)Nc1ccc(C(=O)CSc2nnc(-c3ccc(NS(C)(=O)=O)cc3)n2C)cc1OC the results were LMNA splice mod -6.1%, SMN2 splice enh 3.5%, TR SRC2 fluor cs 3.5%, RECQ1 inh -4.7%, JMJD2E inh 5.6%, GoLoco inh red 9.8%, ALDH1A1 inh inconclusive and TRb-SRC2 inh -3.0%.
`COc1ccc2[nH]cc(S(=O)(=O)c3ccc(C(C)C)cc3)c(=O)c2c1` gave SMN2 splice enh 12.2%, TR SRC2 fluor cs -5.5%, RECQ1 inh -0.7%, JMJD2E inh 1.0%, GoLoco inh red -2.5%, ALDH1A1 inh 3.7% and TRb-SRC2 inh -3.6%.
For O=C(CCl)N=c1sccn1Cc1ccc(Cl)cc1Cl the results were LMNA splice mod inconclusive, SMN2 splice enh -16.7%, TR SRC2 fluor cs 1.4%, RECQ1 inh inactive, JMJD2E inh 3.7%, GoLoco inh red 6.8%, ALDH1A1 inh 28.2µM* and TRb-SRC2 inh -6.9%.
`COCCNC(=O)CSCc1c(F)cccc1Cl` gave LMNA splice mod -2.1%, SMN2 splice enh 13.9%, TR SRC2 fluor cs 0.0%, RECQ1 inh inactive, JMJD2E inh 8.3%, GoLoco inh red 3.8%, ALDH1A1 inh 11.3% and TRb-SRC2 inh -3.3%.
`CS(=O)(=O)Nc1ccc(C(=O)NCCSCc2c(F)cccc2Cl)cc1` gave TR SRC2 fluor cs 7.0%, RECQ1 inh inactive, JMJD2E inh -16.1%, GoLoco inh red -1.5%, ALDH1A1 inh inconclusive and TRb-SRC2 inh -1.9%.
FC(F)(F)C12CC(c3ccccc3)=NCCN1CCN2 (stereo not drawn) was read as LMNA splice mod -2.6%, SMN2 splice enh -1.4%, TR SRC2 fluor cs 3.0%, RECQ1 inh inactive, JMJD2E inh inconclusive, GoLoco inh red 6.1%, ALDH1A1 inh -9.9% and TRb-SRC2 inh -0.7%.
Screening Cc1ccc(Cc2cnc(NC(=O)c3ccco3)s2)cc1 returned LMNA splice mod inconclusive, SMN2 splice enh 12.6µM*, TR SRC2 fluor cs -2.1%, RECQ1 inh -24.0%, JMJD2E inh inconclusive, GoLoco inh red -17.6%, ALDH1A1 inh -10.5% and TRb-SRC2 inh 5.3%.
Screening COc1ccc(/C=C2\C(=O)NC(=S)N2C(=O)c2ccc(C)cc2)cc1 returned LMNA splice mod inconclusive, SMN2 splice enh 3.2%, TR SRC2 fluor cs -1.5%, RECQ1 inh 17.0%, JMJD2E inh inconclusive, GoLoco inh red 135.8%[activator], ALDH1A1 inh 3.5% and TRb-SRC2 inh 28.7%.
Screening Cc1cnc(C)c(N2CCC(C(=O)NC(C)c3cccs3)CC2)n1 (stereo not drawn) returned LMNA splice mod 14.5%, SMN2 splice enh -12.2%, TR SRC2 fluor cs -6.9%, RECQ1 inh -5.0%, JMJD2E inh -12.4%, GoLoco inh red 1.5%, ALDH1A1 inh -9.2% and TRb-SRC2 inh -5.0%.
CCC1CCCCN1C(=O)CSc1nnc(-c2ccc(OC)cc2)o1 (stereo not drawn) was read as LMNA splice mod -11.0%, SMN2 splice enh -24.0%, TR SRC2 fluor cs -1.6%, RECQ1 inh -2.1%, JMJD2E inh 3.6%, GoLoco inh red 8.2%, ALDH1A1 inh inconclusive and TRb-SRC2 inh -5.4%.
`CCOC(=O)C1=C(CSc2nc3ccccc3s2)NC(=O)NC1c1ccc(OC)cc1` (stereo not drawn) gave LMNA splice mod inconclusive, SMN2 splice enh -18.6%, TR SRC2 fluor cs -1.2%, RECQ1 inh -12.2%, JMJD2E inh -0.5%, GoLoco inh red 11.4%, ALDH1A1 inh -8.0% and TRb-SRC2 inh 0.1%.
Fc1ccccc1NC(=S)N1CCN(c2ccccn2)CC1 was read as LMNA splice mod inconclusive, SMN2 splice enh 6.5%, TR SRC2 fluor cs 0.7%, RECQ1 inh inactive, JMJD2E inh inconclusive, GoLoco inh red -4.2%, ALDH1A1 inh 3.2% and TRb-SRC2 inh 2.2%.
Screening Nc1ccc(NC(=O)Nc2ccc(N)cc2)cc1 returned TR SRC2 fluor cs -0.8%, RECQ1 inh -8.0%, JMJD2E inh -16.2%, GoLoco inh red 0.6%, ALDH1A1 inh -8.3% and TRb-SRC2 inh -0.3%.
For Cc1ccc(C)c(S(=O)(=O)N2CCN(CC(=O)Nc3ccc4c(c3)CCC4)CC2)c1 the results were LMNA splice mod inconclusive, SMN2 splice enh -16.8%, TR SRC2 fluor cs -0.5%, RECQ1 inh -16.4%, JMJD2E inh 2.4%, GoLoco inh red 3.1%, ALDH1A1 inh -4.7% and TRb-SRC2 inh 3.6%.
Screening O=C(OC1CCN(c2ncc(C(F)(F)F)cc2Cl)CC1)c1cccc(C(F)(F)F)c1 returned LMNA splice mod 20.2%, SMN2 splice enh 2.6%, TR SRC2 fluor cs 0.7%, RECQ1 inh -2.2%, JMJD2E inh inconclusive, GoLoco inh red 9.7%, ALDH1A1 inh inconclusive and TRb-SRC2 inh -14.0%.
For O=C(C1CC1)N(CCN(Cc1ccccc1)C(=O)C1CC1)Cc1ccccc1 the results were LMNA splice mod 16.0%, SMN2 splice enh -17.8%, TR SRC2 fluor cs 1.0%, RECQ1 inh inactive, JMJD2E inh 10.2%, GoLoco inh red -9.6%, ALDH1A1 inh -3.0% and TRb-SRC2 inh 1.7%.
`Cc1ccccc1Nc1nc(CSc2nnnn2-c2ccccc2)cs1` gave LMNA splice mod -7.7%, SMN2 splice enh -5.0%, TR SRC2 fluor cs 4.1%, RECQ1 inh -18.0%, JMJD2E inh 3.9%, GoLoco inh red 25.3%, ALDH1A1 inh 7.94µM* and TRb-SRC2 inh 5.5%.
For COCCNS(=O)(=O)c1ccc2c(c1)oc(=O)c1cc(S(=O)(=O)NCCOC)ccc12 the results were LMNA splice mod -13.5%, SMN2 splice enh 3.3%, TR SRC2 fluor cs -0.2%, RECQ1 inh -2.3%, JMJD2E inh -12.8%, GoLoco inh red 4.6%, ALDH1A1 inh 6.0% and TRb-SRC2 inh 6.9%.
Screening CCO[C@@H]1OC(C(=O)N2CCOCC2)=C[C@H](C2CCCCC2)[C@H]1CCCO returned TR SRC2 fluor cs 0.6%, RECQ1 inh -6.2%, JMJD2E inh 6.7%, GoLoco inh red -4.0%, ALDH1A1 inh 0.6% and TRb-SRC2 inh -7.0%.
`CCn1c(C)c(C2=CCN(S(=O)(=O)c3ccc(C)cc3)CC2)c2ccccc21` gave LMNA splice mod inconclusive, SMN2 splice enh -15.0%[1.84 µM], TR SRC2 fluor cs -0.3%, RECQ1 inh -9.4%, JMJD2E inh -1.1%, GoLoco inh red 162.0%[activator], ALDH1A1 inh inconclusive and TRb-SRC2 inh -4.9%.
CC(=O)c1ccc(Oc2ncnc3sccc23)c(CN2CCOCC2)c1 was read as LMNA splice mod -13.0%, SMN2 splice enh -2.0%, TR SRC2 fluor cs 2.4%, RECQ1 inh inactive, JMJD2E inh -7.9%, GoLoco inh red 1.3%, ALDH1A1 inh inconclusive and TRb-SRC2 inh -4.6%.
Cc1cc(Br)cc(C)c1NC(=S)NC(=O)CC(C)C was read as LMNA splice mod -7.2%, SMN2 splice enh -9.7%, TR SRC2 fluor cs -0.4%, RECQ1 inh inactive, JMJD2E inh -8.8%, GoLoco inh red 5.4%, ALDH1A1 inh inconclusive and TRb-SRC2 inh -5.0%.
`Cc1ccc(S(=O)(=O)N(C)CC(=O)N2CCN(c3ccccn3)CC2)cc1` gave LMNA splice mod -0.2%, SMN2 splice enh -0.4%, TR SRC2 fluor cs -3.8%, RECQ1 inh -1.7%, JMJD2E inh inconclusive, GoLoco inh red -6.1%, ALDH1A1 inh -15.0% and TRb-SRC2 inh -0.3%.
